Screens deposited in PubChem BioAssay by The Scripps Research Institute Molecular Screening Center.
TAAR1 antagonist = human TAAR1 antagonists, primary screen, Fluo-8 calcium fluorescence, CHO RD-HGA16 cells; Trace amine-associated receptor 1 (Homo sapiens), Q96RJ0; antagonist; inhibition, % at 3 µM; 360,000 compounds, 1.5% hits; AID 624466, 2012;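 active means inhibition above a per-plate cutoff, the mean inhibition of test compounds on that plate plus 3 SD, cut at about 49% in these data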;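 further: 0% = DMSO plus EC80 beta-PEA response and 100% = DMSO alone without agonist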
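Test system – hTAAR1-expressing CHO RD-HGA16 cells, Gα16-coupled · Also added – β-PEA at EC80 concentration, post-compound challenge · Compound – 3 µM, single point · Incubation – dye loading 75 min at 37 °C, then 30 min room temperature · Measured by – Fluo-8 intracellular calcium dye fluorescence, real-time kinetic reads · Benchmarks – vehicle and agonist controls · Replicates – singlicate, one well per test compound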
TAAR1 agonist = human TAAR1 agonists, primary screen, Fluo-8 calcium fluorescence, CHO RD-HGA16 cells | 360,000 compounds, 0.99% hits | activation, % at 3 µM | vehicle wells 0%, saturating PEA agonist 100% | AID 624467, 2012;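 active means activation above the mean activation of all test compounds in the run plus 3 SD, cut at about 38% in these data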
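System: CHO-derived RD-HGA16 cells with stable Gα16 and human TAAR1. Times: 17-24 h plating, Fluo-8 75 min 37 °C, 30 min RT. Measured by: calcium-sensitive Fluo-8 signal, excitation 470-495, emission 515-575 nm. Read-out basis: % activation relative to PEA EC100 response. Control set: DMSO and PEA EC100. Repeats: no replicates (n 1).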
M1 PAM = human M1 muscarinic receptor positive allosteric modulators, primary screen, CHO-K1 cells, Fluo-8 calcium fluorescence, 1536-well; activation, % at 3 µM; 360,000 compounds, 0.088% hits; CHO-K1 hM1, ACh EC20; 0% = ACh EC20, 100% = maximal ACh; in the data active means activation above about 19%, passing the limit was not always enough
Target sequence (P11229 whole entry, looked up): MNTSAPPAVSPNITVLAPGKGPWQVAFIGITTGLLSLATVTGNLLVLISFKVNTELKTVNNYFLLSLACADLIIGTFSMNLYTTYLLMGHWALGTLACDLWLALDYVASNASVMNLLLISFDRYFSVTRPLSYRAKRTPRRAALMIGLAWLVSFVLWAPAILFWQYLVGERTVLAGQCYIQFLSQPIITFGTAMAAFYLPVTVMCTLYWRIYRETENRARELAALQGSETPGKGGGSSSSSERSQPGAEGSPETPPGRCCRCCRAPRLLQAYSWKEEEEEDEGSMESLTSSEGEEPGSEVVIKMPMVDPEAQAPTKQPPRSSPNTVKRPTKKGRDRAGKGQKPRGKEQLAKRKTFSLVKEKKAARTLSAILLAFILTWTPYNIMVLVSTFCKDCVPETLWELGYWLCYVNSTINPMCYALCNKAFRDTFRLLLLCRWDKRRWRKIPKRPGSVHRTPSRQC
V1R ag counter = agonists of human V1a receptor, primary screen, counter-screen for OXTR agonist project, fluorescence, CHO-V1R cells | Vasopressin V1a receptor (Homo sapiens), P37288 | Fluo-8 calcium fluorescence, agonist mode; 0% DMSO, 100% 3 nM vasopressin | activation, % at 3 µM | 320,000 compounds, 0.25% hits | AID 2797, 2010;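 active means activation above the mean activation of all tested compounds plus 3 SD, per screening run, cut at about 20% in these data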;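 further: signal is peak over basal fluorescence ratio across a 100 second FLIPR read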
OXTR agonist = human OXTR agonists, primary screen, fluorescence, CHO-OTR cells, Fluo-8 calcium; Oxytocin receptor (Homo sapiens), P30559; Fluo-8 calcium fluorescence; normalized: DMSO 0%, oxytocin 100%; activation, % at 3 µM; 320,000 compounds, 0.32% hits;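 active means activation above the mean of all tested compounds plus 3 SD, cutoff set per screening run, cut at about 20% in these data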;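 further: peak over basal fluorescence ratio from a 100 s FLIPR kinetic read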
Target sequence (P30559 whole entry, looked up): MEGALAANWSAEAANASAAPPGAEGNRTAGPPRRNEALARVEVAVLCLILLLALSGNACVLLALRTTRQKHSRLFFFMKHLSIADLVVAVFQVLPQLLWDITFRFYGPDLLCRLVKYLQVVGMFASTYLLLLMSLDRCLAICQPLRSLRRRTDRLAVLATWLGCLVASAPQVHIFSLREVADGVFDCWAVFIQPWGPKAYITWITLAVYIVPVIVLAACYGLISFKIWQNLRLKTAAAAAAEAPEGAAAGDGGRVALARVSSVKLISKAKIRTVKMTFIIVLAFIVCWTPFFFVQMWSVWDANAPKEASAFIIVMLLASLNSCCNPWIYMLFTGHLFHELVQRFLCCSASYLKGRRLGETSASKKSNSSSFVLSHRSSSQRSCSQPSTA
M1 ag = human M1 muscarinic receptor agonists, primary screen, Fluo-8 calcium fluorescence, CHO-K1 cells, HTS. CHO-K1 hM1, agonist mode; 0% DMSO, 100% acetylcholine EC100. activation, % at 3 µM. 360,000 compounds, 0.33% hits. Muscarinic acetylcholine receptor M1 (Homo sapiens), P11229. AID 588814, 2011;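 active means activation above the run's mean compound activation plus 3 SD, cut at about 16% in these data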;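 further: peak over basal fluorescence ratio within a 140 s kinetic read after compound addition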
CHO parental Ca = ATP-evoked calcium signal inhibitors, parental CHO, primary screen, counter-screen for OX1R antagonist project, cell-based, fluorescence, Fluo-8 calcium dye; parental CHO-K1, ATP-induced calcium, Fluo-8 fluorescence; inhibition, % at 5.6 µM; 330,000 compounds, 0.63% hits; AID 463079, 2010;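 active means inhibition above that plate's mean sample inhibition plus 3 SD, cut at about 26% in these data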;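 further: 0% = ATP-challenged DMSO wells and 100% = DMSO wells without ATP; some compounds past the cut are filed as inactive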
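Material: Parental CHO cells | Reagent: ATP | Compound dosing: Single nominal dose of 5.6 µM per compound | Detection: Intracellular calcium via Fluo-8 no-wash fluorescent dye | Read-out: % inhibition of ATP-induced calcium mobilization | Benchmarks: Low control ATP plus DMSO, high control DMSO only | Replicates: Singlicate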
M1 antag = human M1 muscarinic receptor antagonists, primary screen, CHO-K1 cells, Fluo-8 calcium fluorescence, 1536-well; 360,000 compounds, 1.3% hits; CHO-K1 hM1, ACh EC80 antagonist; inhibition, % at 3 µM; AID 588852, 2011;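 active means percent inhibition above its own plate's cutoff, namely the mean of that plate's compound wells plus 3 SD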;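 further: peak over basal fluorescence ratio during 140 s after agonist addition; 0% = ACh EC80 plus DMSO and 100% = DMSO alone without agonist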
OXTR potentiate = human OXTR potentiators, primary screen, fluorescence, CHO-OTR cells, Fluo-8 calcium; Oxytocin receptor (Homo sapiens), P30559; Fluo-8 calcium fluorescence, potentiator mode; 0% = oxytocin EC15, 100% = EC100; activation, % at 3 µM; 320,000 compounds, 0.061% hits; AID 2445, 2010;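 active means activation above that plate's cutoff, the mean activation of tested compounds plus 3 SD, cut at about 6.6% in these data, passing the limit was not always enough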;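 further: 100% uses oxytocin at 75 nM as the full agonist control; some results filed as inactive read as strong as hits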
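Replication – single well per compound, singlicate · Assay system – CHO cell line stably expressing human OTR · Timing – 6 min pre-incubation, 100 s read · Measure – normalized max/min fluorescence ratio, % activation · Doses – 3.0 µM, one dose · Detection – Fluo-8 calcium dye fluorescence · Probe or stimulus – oxytocin near EC15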
Active calls of the source: *; x = no result given. Compounds as they come; any-hit rate near 3.7%.

SMILES	TAAR1 antagonist	TAAR1 agonist	M1 PAM	V1R ag counter	OXTR agonist	M1 ag	CHO parental Ca	M1 antag	OXTR potentiate
NC(=O)[C@@H]1CCCCNc2c(F)cc([N+](=O)[O-])cc2C(=O)N[C@@H](CC(=O)O)C(=O)N[C@@H](CCC(=O)O)C(=O)N1	x	x	2	0.2	-0.2	1	11	8	-13
C=CCNC(=S)NNC(=O)C(CCC(C)C)CC(C)(C)O (stereo not drawn)	14	12	6	-0.7	0.1	-4	-4	2	-2
CCCCNC(=O)COn1nnc2ccc(S(=O)(=O)N3CCOCC3)cc21	-13	3	11	0.4	0.8	0	-2	-12	-1
COc1ccc(CNC(=O)C2CCCC2)cc1	-7	0	5	0.4	-1.4	-3	-8	-8	-2
O=C(c1ccc(F)cc1)N1CCN(C(=O)c2cccnc2)CC1	2	5	3	-0.9	0.6	-2	-7	-10	-7
Cc1ccc(OCCn2cccn2)c(C)c1	-18	0	4	0.3	-1.2	-9	-3	-2	-7
Cc1nn(-c2ccc(F)cc2)c(Cl)c1/C=C(/CC(=O)O)c1nc2ccccc2s1	-15	2	-1	x	x	0	x	-2	x
COc1ccccc1NC(=O)CN(c1ccccc1C)S(C)(=O)=O	1	3	13	0.7	0.2	-3	-7	-19	-6
CSc1ccc(C2CC(=O)Nc3nc(SC)[nH]c(=O)c32)cc1 (stereo not drawn)	-18	1	11	0.9	-1.2	-6	7	-2	0
Cc1nc2ccccc2nc(=O)c1NNc1ccccc1	14	10	-1	x	x	-8	x	-1	x
O=c1[nH]cnc2c1ncn2-c1ccc(N(CCO)CCO)cc1	6	1	5	x	x	0	x	-11	x
CC(C)CN(CC(C)C)S(=O)(=O)N1CCC(C(=O)NCc2ccco2)CC1	5	8	8	-0.3	-0.5	-6	-7	-5	-3
C=C(C)c1cccc(C(C)(C)NC(=O)N2CCN(CC(N)=O)CC2)c1	4	0	11	-0.5	0.4	0	2	-12	-11
CC(C#N)Sc1ccc(S(=O)(=O)N2CCCC2)cn1 (stereo not drawn)	-15	8	3	1.5	-0.6	-2	-5	-6	-2
Cn1c(=O)c(C(=O)NCCc2ccc(Cl)cc2)c(O)c2ccccc21	-6	2	3	1.4	0.8	0	-2	-14	-6
COc1ccc(S(=O)(=O)NCCC(=O)N2CCCN(C)CC2)cc1	20	4	5	-0.1	0.0	-6	-14	1	1
COc1cc(OC)c(NC(=O)CCNS(=O)(=O)c2ccc3c(c2)CC(C)N3C(C)=O)cc1Cl (stereo not drawn)	-17	3	1	1.7	0.6	-3	-19	-9	-5
O=C(COC(=O)COc1ccc2c(c1)CCC2)Nc1ccccc1C(F)(F)F	15	1	4	11	12	0	-3	-1	-11
COCCC(=O)N1CCC(Oc2ccc(C(=O)NCc3csc(C)n3)cc2)CC1	2	0	3	0.3	0.6	-3	-6	-8	-6
CN(C)S(=O)(=O)c1cccc(NC(=O)c2cncc(Br)c2)c1	-16	5	2	1.2	1.0	-9	-17	0	0
CCn1nc(NC(=O)C2CCCO2)c2cc3cc(C)ccc3nc21 (stereo not drawn)	1	3	-4	-1.0	-0.4	-4	-4	2	-10
Cn1c(=O)n(Cc2ccco2)c(=N)c2c3c(sc21)CCCC3	4	2	-3	-0.6	-2.3	-6	3	7	-14
c1ccc(-c2nnc3ccc(N4CCC5(CC4)OCCO5)nn23)cc1	14	12	7	0.2	0.2	-4	-8	-10	-4
CC(C)(C)NC(=O)CCc1ncc(C(F)(F)F)cc1Cl	-1	-1	8	0.3	-0.1	0	-10	6	-6
O=C(NCc1ccccc1)c1cc(C2COCCN2C(=O)c2ccccc2)on1 (stereo not drawn)	-4	0	0	x	x	-4	x	-9	x
COc1ccc(CSCC(=O)Nc2ccc(S(=O)(=O)N3CCCCCC3)cc2)cc1	26	15	-10	6.6	4.0	-10	-5	8	-7
O=C(CSC(=S)N1CCCCC1)Nc1ncc2c(n1)CCCC2=O	-33	3	14	1.8	0.8	-3	-20	-25	-2
Cn1c(=O)[nH]c(=O)c2c1nc(N1CCCC1)n2CCO	-22	4	-4	0.3	1.0	-3	-12	1	0
O=C(N/N=C/c1cc(Br)cs1)c1ccccc1[N+](=O)[O-]	6	12	-7	-1.1	-2.0	-8	-3	-1	-6
Cc1cccc(C(=O)NNC(=O)c2ccc(NS(=O)(=O)c3cccs3)cc2)c1C	6	1	5	0.2	0.3	-7	0	-5	1

3 compounds from above, ordered by the number in M1 PAM, low to high.
SMILES	M1 PAM
Cn1c(=O)[nH]c(=O)c2c1nc(N1CCCC1)n2CCO	-4
CC(C)(C)NC(=O)CCc1ncc(C(F)(F)F)cc1Cl	8
O=C(CSC(=S)N1CCCCC1)Nc1ncc2c(n1)CCCC2=O	14

The results go on:
SMILES	TAAR1 antagonist	TAAR1 agonist	M1 PAM	V1R ag counter	OXTR agonist	M1 ag	CHO parental Ca	M1 antag	OXTR potentiate
Cc1nc2ccc(NC(=O)COc3ccccc3F)cc2s1	-4	0	14	1.0	-0.1	-6	6	-7	-14
N#Cc1nc(-c2ccco2)oc1N1CCN(Cc2ccccc2)CC1	4	1	3	-1.4	-2.1	-3	-18	-5	-10
Cc1nc([N+](=O)[O-])cn1CC(=O)Nc1ccc(Cl)cc1	10	7	-3	0.4	1.0	-2	-2	4	-1
C/C(CC(=O)Nc1ccccn1)=N\NC(=O)C(=O)Nc1cccc(Cl)c1C	-4	8	-2	-0.6	-2.0	-4	-12	1	-12
Cc1ccccc1-n1ncc2c1CC(C)(C)CC2NC(=O)CCN1CCCCC1=O (stereo not drawn)	-15	2	13	2.0	-0.6	-2	-16	-2	-8
COc1ccccc1CCNC(=O)CC1C(=O)NCCN1CCCc1ccccc1 (stereo not drawn)	17	74*	19	3.7	-0.8	5	-24	-3	-14
O=C(Nc1c2c(nn1-c1ccccc1)CSC2)c1ccc(N2C(=O)CCC2=O)cc1	8	8	-1	-0.2	-0.4	-5	-4	1	-2
CC(=O)NNC(=S)NC(=O)c1cccc([N+](=O)[O-])c1	-27	2	17	0.7	4.6	3	0	-5	-5
CC1=C(C(=O)NCCc2ccc(C)cc2)C2(CCC(C)CC2)OC1=O (stereo not drawn)	5	-1	3	-0.3	-0.6	-8	-16	-8	-3
Cn1ccsc1=NC(=O)c1cc(S(=O)(=O)N2CCOCC2)ccc1F	-9	4	0	-0.5	-0.8	-1	-14	-8	-6
O=C(NCCCNC(=O)c1ccccn1)c1ccc(F)cc1	-13	7	11	0.6	0.1	0	-4	-10	-11
CCOC(=O)c1cc(-c2ccc(C)cc2)n(CC(=O)NCc2ccco2)c1C	7	-1	-6	0.7	-0.3	0	-10	10	-2
CCN(CC)C(=O)CSc1nc2ccccc2c(=O)n1OC(C)C	0	5	8	-0.3	-1.3	-5	2	7	7
O=C(CCc1ccccc1)Nc1nnc(-c2ccc3c(c2)OCCO3)o1	-27	-1	-1	0.2	-1.6	-1	-8	5	-1
Cc1sc2ncnc(N(C)Cc3ccco3)c2c1C	-17	6	2	2.5	-0.8	-3	-16	-4	-7
Cc1ccc(OCC(=O)Nc2ccc3c(c2)OCO3)c(C)c1	-4	5	2	0.1	0.1	-5	-13	-3	-17
O=c1oc2ccccc2c(NCCO)c1[N+](=O)[O-]	14	0	7	0.6	0.2	-3	4	-4	-9
O=C1CS/C(=N\N=C\c2ccco2)N1c1ccccc1	22	5	-3	-0.9	-0.3	-1	-14	2	-4
N#C/C(=C/c1ccc(OC(=O)c2ccc(Br)s2)cc1)c1nc2ccccc2[nH]1	1	3	11	x	x	4	x	-18	x
S=C(NCCCN1CCOCC1)NC1CC1	-12	5	4	0.2	1.0	-4	1	-1	-3
O=C1NC(=O)/C(=C/c2cccc3ccccc23)S1	0	2	9	4.8	5.0	0	-3	-12	-6
COc1cccc(CNc2ncn[nH]2)c1OCc1ccccc1F	-23	5	4	0.1	0.9	-5	0	-1	2
O=C(COc1ccc(C(=O)c2ccccc2)cc1)NCC(=O)Nc1ccccc1Br	7	2	11	1.7	-0.8	-7	-15	-6	-3
Cc1ccc(SCC(=O)NCCc2ccccc2)cc1	-3	19	21	-1.0	-1.6	-3	-4	-26	0
CCc1nc2ccc(C(=O)N(C)Cc3ccccc3)cn2c1N(CC)CCN(C)C	-20	3	2	x	x	-8	x	-9	x
COc1ccc2c(C)c(Cl)c(=O)oc2c1	2	2	0	0.0	-1.8	-6	-8	-12	0
COc1ccc(CCNC(=O)Nc2ccc3c(c2)c(=O)n(C)n3CC=C(C)C)cc1OC	6	1	4	x	x	0	x	-6	x
COC(=O)C(C(=O)OC)C(C(C)C)C(C(=O)OC)C(=O)OC	-2	5	1	0.2	-0.8	-1	5	-20	-8
Cc1cccc(OCC(=O)NCc2n[nH]c(=O)c3ccccc23)c1	-25	0	11	0.5	-1.0	-4	0	-9	-2
O=C(O)CCS(=O)(=O)c1nc(-c2cccs2)cc(C(F)(F)F)n1	1	9	0	-0.2	-0.7	-6	-8	8	-7
O=C(CSc1nc2sc3c(c2c(=O)[nH]1)CCCC3)NCCO	-8	0	6	0.7	0.0	-3	-5	-2	-6
O=C1C(=O)N(CCCN2CCOCC2)C(c2ccc(Cl)cc2)/C1=C(\O)c1ccc2c(c1)OCCO2 (stereo not drawn)	-12	2	8	-0.7	-0.1	-4	-5	-8	-7
COc1cccc(NC(=O)CC2COc3ccccc3O2)c1 (stereo not drawn)	-3	10	2	0.9	1.0	-2	-10	-14	-9
O=C(COC(=O)C1CCC1)Nc1cccc(Cl)c1	2	3	9	-0.1	-0.2	0	-14	-9	-5
Cc1ccc(O)c(/C=N/NC(=O)COc2ccc3c(C)cc(=O)oc3c2)c1	-22	7	1	1.1	1.4	-2	-16	2	-4
CCN(CC)c1nc(C)nc2c1sc(=S)n2C	-13	0	0	-1.6	-0.9	-6	-10	1	2
